BRCA1 expr up – qHTS Assay to Identify Small Molecule Activators of BRCA1 Expression; MCF7-BRCA1-FFLuc reporter, luminescence, 48 h; response scale: scaled: vehicle 0%, 10 µM genistein 100%; Potency, µM (series often up to 46.1 µM), without a hit: top-dose activation, most hits filed as activators; 380,000 compounds, 1.1% hits; active means well fitted activation curve with a large enough effect; inconclusive means small, poorly fitted or top-dose-only effect; inactive means no such curve, though single readings can be large or run the other way; further: nearly all actives have a fitted effect of over 80% in size; some results filed as inactive show a strong effect at the top dose
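MCF7-BRCA1-FFLuc cells, 2000/well in phenol-red-free MEM, attached 2 h then treated 48 h at 37 C. Luciferase luminescence read 15 min after reagent; normalized to genistein maximum activation (10microM) and DMSO, concentration-response fitted.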
uPA surface inh – qHTS for Inhibitors of Cell Surface uPA Generation; 330,000 compounds, 0.31% hits; cell surface uPA generation assay, qHTS; AID 540303, 2011; Potency, µM (titrated, usually from 38.3 µM), without a hit: top-dose activity change, negative = inhibition, actives largely listed as inhibitors; active means well fitted inhibition curve with a large enough effect; inconclusive means small, poorly fitted or top-dose-only effect; inactive means no such curve, though single readings can be large or run the other way; tested in mouse RAW 264.7 cells; further: on the % scale 0 is the no-effect control and ±100 the full control effect; nearly all actives have a fitted effect of over 55% in size
Active calls of the source: *; ? = inconclusive; [ ] = remark or other dose. Potency means the concentration at half of the fitted maximal effect.

molecule,BRCA1 expr up,uPA surface inh
Cc1ccc(OCc2occc2C(=O)O)cc1,41%,11%
COc1ccc(CNc2cccnc2)c(OC)c1OC,1%,3%
Cc1ccc(S(=O)(=O)N2CCC[C@H]2C(=O)Oc2ccccc2)cc1,-11%,0%
CC(=NNC(=S)N1CCC1)c1ccccn1,?,-9%
COc1ccc(NC(=O)C(C)N2C(=O)c3ccccc3C2=O)c(OC)c1 (stereo not drawn),-4%,2%
O=C(NCCc1ccccc1)c1cccc(NC(=O)C2CCCCC2)c1,84%,-12%
Cc1c(O)c2ccccc2n(-c2ccccc2)c1=O,-6%,9%
COc1ccc(C2=CCCC2)c(OC)c1,0%,-7%
Cc1ccc(CN2CCN(CC(=O)N3CCC(C(N)=O)CC3)C2=O)cc1,-1%,14%
Cc1ccc(Nc2ccncc2S(N)(=O)=O)cc1,-40%,-6%
O=C1OC(Oc2ccc(Br)cc2)(c2ccccc2)c2ccccc21 (stereo not drawn),-47%,-5%
CCN(CC)c1cc(CS(=O)c2ccccc2)nc(-c2ccccc2)n1 (stereo not drawn),-28%,-2%
CCOc1ccc2nc(SCC(=O)N(CC(C)C)c3c(N)n(CC(C)C)c(=O)[nH]c3=O)[nH]c2c1,-22%,9%
CN(C)CCNc1ccc2ncn3c4ccc(O)cc4c(=O)c1c23,-81%,-11%
COC(=O)c1ccccc1NC(=S)NC(=O)COc1ccc(C)cc1,21%,9%
c1ccc(-c2ccc(-c3ccccc3)[nH]2)cc1,?,-1%
CC(=NNc1ccc([N+](=O)[O-])cn1)c1ccc(N)cc1,?,1%
CCN(CC)CCNC(=O)C(Cl)=C1C(Cl)=C(Cl)C(Cl)=C1Cl,-83%,-9%
COc1ccc(C=NNC(=O)CCCC(=O)NN=Cc2ccc(OC)c(O)c2)cc1O,-5%,3%
COc1ccc(/C=C2/CSC/C(=C/c3ccc(OC)c(OC)c3)C2=O)cc1OC,-85%,-10%
Cc1ccc(-c2nnc(N3CCN(C(=O)CN4C(=O)c5ccccc5C4=O)CC3)c3ccccc23)cc1,4%,2%
CCN1CCN(S(=O)(=O)c2ccc(Cl)c(C(=O)N(CCc3ccccc3)Cc3ccccc3)c2)CC1,-46%,?
CN(C(=O)c1cccc(NC(=O)Cc2ccc(NC(=O)C3CCCN(C(=O)C4CCCCC4)C3)cc2)c1)C1CC1 (stereo not drawn),-2%,8%
COCCN1C=C2C(=O)C(C)(OC(=O)CCC(=O)OC)C(=O)C(Br)=C2C=C1c1ccc(OC)cc1 (stereo not drawn),0%,3%
COc1ccccc1NC(=O)c1ccc(NC(=O)C2CC2)cc1,1%,2%
O=[N+]([O-])c1cc2no[n+]([O-])c2cc1N1CCCCC1,-87%[inhibitor],-5%
N#CCCN1CCN(CCC#N)c2ccccc21,-6%,-2%
COc1ccc(C(CNC(=O)CCNS(=O)(=O)c2ccc(Br)cc2)N2CCOCC2)cc1 (stereo not drawn),13%,?
Cc1ccc(-c2csc(NCCc3nc4cc(Cl)c(Cl)cc4n3CCOCCO)n2)cc1,-47%,7%
CCOC(=O)C1=NNC(C(=O)OCC)C1c1ccccc1 (stereo not drawn),3%,-7%

Part of the list above in a different format:
smiles: O=C1OC(Oc2ccc(Br)cc2)(c2ccccc2)c2ccccc21 (stereo not drawn)
  BRCA1 expr up: -47%	uPA surface inh: -5%
smiles: Cc1ccc(-c2csc(NCCc3nc4cc(Cl)c(Cl)cc4n3CCOCCO)n2)cc1
  BRCA1 expr up: -47%	uPA surface inh: 7%

Additional entries follow.
molecule,BRCA1 expr up,uPA surface inh
O=C1[C@@H]2[C@@H](CN3CN(c4ccccc4)N=C(c4ccccc4)[C@@]23c2ccccc2)C(=O)N1c1ccccc1,-16%,4%
CN(C)Cc1ccccc1CCc1ccccc1,-7%,-1%
O=S(=O)(CS(=O)(=O)Oc1ccccc1)Oc1ccccc1,-1%,6%
COc1ccc2c(c1)C(=O)C1NC(=O)NC(=O)C1(Br)N2 (stereo not drawn),-11%,0%
Oc1cccc2oc(=S)[nH]c12,-23%,1%
CN(Cc1ccccc1)C(=O)Nc1ccc(Cl)cc1,67%,-15%
Clc1nccc(NCc2ccccc2)n1,0%,-1%
CCC(C)C(N)C1=NC(C(=O)N[C@@H](CC(C)C)C(=O)N[C@H](CCC(=O)O)C(=O)N[C@H](C(=O)N[C@H]2CCCCNC(=O)[C@H](CC(N)=O)NC(=O)[C@@H](CC(=O)O)NC(=O)[C@H](Cc3cnc[nH]3)NC(=O)[C@@H](Cc3ccccc3)NC(=O)[C@H]([C@@H](C)CC)NC(=O)[C@@H](CCCN)NC2=O)[C@@H](C)CC)CS1 (stereo partly drawn),5%,12%
COc1cc(/C=C2\C(=O)ON=C2c2ccc(Cl)cc2)ccc1O,-51%,1%
N#CCCCC1(CCCC#N)OCCO1,12%,5%
C=C1C(=O)C23CCC4C(C)(C(=O)OC)CCCC4(C)C2CCC1(O)C3 (stereo not drawn),-107%,-9%
Cc1ccc(C(=O)Nc2ncccc2C)o1,-12%,-5%
O=C(Nc1ccccc1)OCC1CCCO1 (stereo not drawn),?,3%
Nc1ccc2ccccc2c1[N+](=O)[O-],11%,-2%
CN(C)CCNC(=O)c1ccc(Cl)c2cc3ccccc3nc12,-94%[inhibitor],-10%
CCOC(=O)Nc1c(Cl)[nH]c(=O)n(C)c1=O,0%,-1%
Nc1cc(N)cc(-c2nc3ccccc3o2)c1,-5%,-21%
Cc1[nH]c2ccccc2c1C(=O)C(=O)NCc1ccncc1,-2%,0%
c1cnc2ccc3c(c2c1)COCO3,9%,6%
O=C(NCCCc1ccccc1)C(=O)NCC1OCCN1S(=O)(=O)c1ccccc1 (stereo not drawn),-11%,5%
NC(=O)c1ncn([C@@H]2O[C@H](CNCc3ccc(OCC(=O)Nc4nccs4)cc3)[C@@H](O)[C@H]2O)n1,9%,8%
N#CC1(c2cccc(Br)c2)C(=O)Nc2ccccc21 (stereo not drawn),0%,1%
O=C1CCN(Cc2ccccc2)C=C1C(=O)c1ccccc1,14%,3%
CC(=O)OC1CCC2(C)C(=CCC3C2CCC2(C)C3CC3ON=C(C)C32)C1 (stereo not drawn),-1%,2%
CCOc1nc(-c2ccccc2)ncc1Oc1ccccc1,-28%,12%
Cc1ccc(C2NC(=O)c3ccccc3N2)c(C)c1 (stereo not drawn),-67%,-9%
CN1C(=O)C(N=Nc2ccc([N+](=O)[O-])cc2)SC1=S (stereo not drawn),-24%,-17%
CC(=O)N1c2cc3ccccc3cc2N(C(C)=O)c2cc3ccccc3cc21,-19%,3%
O=C(CCCCn1ccc(=O)[nH]c1=O)Nc1ccc(C(=O)O)c(O)c1,-33%,0%
O=S(=O)(NC(CO)Cc1ccccc1)c1cc(Cl)ccc1F (stereo not drawn),0%,-1%
CCN1C(=O)CCN(C2CCCC2)c2nc(Nc3ccc(C(=O)NC4CCN(C)CC4)cc3OC)ncc21,-75%[inhibitor],?
COc1cc(C(=O)Oc2ccccc2OC(=O)c2cc(OC)c(OC)c(OC)c2)cc(OC)c1OC,-2%,2%
O=C(Nc1sc2c(c1C(=O)NCC(O)CO)CCCC2)c1ccccc1 (stereo not drawn),0%,1%
O=C(NCC(=O)N(Cc1ccco1)C(C(=O)NC1CCCC1)c1cccnc1)c1ccco1 (stereo not drawn),0%,-5%
CN1OC[C@@H]2CN(C(=O)C(C)(C)C)[C@H](c3cccc(Br)c3)C[C@@H]21,18%,-4%
c1ccn(CCc2ccncc2)c1,9%,2%
Nc1cccc(Oc2ccc3c(c2)C(=O)N(CCO)C3=O)c1,-13%,0%
CC(=O)C1=C(C)N=c2s/c(=C/c3ccc4c(c3)OCO4)c(=O)n2C1c1ccc(N(C)C)cc1 (stereo not drawn),41%,-1%
O=c1cc(SCc2ccccc2)nc[nH]1,0%,5%
Cc1nc(Nc2ccc(Cl)c(Cl)c2)sc1C(/C=C/c1ccc2c(c1)OCO2)=NNc1ccc([N+](=O)[O-])cc1[N+](=O)[O-],-8%,7%
CC(C)Cc1ccc(C(C)/C=C2/CCC(CN3CCCCC3)C2=O)cc1 (stereo not drawn),-88%,-8%
CCN(c1ccccc1)S(=O)(=O)c1ccc(C(=O)NCC(c2ccccc2OC)N2CCCC2)cc1 (stereo not drawn),-25%,-9%
CCC12C(=Nc3c(Cl)cccc31)C[C@@H]1CCN3C(=O)CCC[C@H]2[C@H]13 (stereo partly drawn),-6%,1%
COc1ccccc1NC(=O)c1ccc([N+](=O)[O-])o1,-80%,10µM*
Cn1cnc([N+](=O)[O-])c1Sc1nc(N)nc2c1ncn2C1CC(O)C(CO)O1 (stereo not drawn),-82%,-8%
CC1OC(OC2C(CO)OC(OCC3OC(OC(=O)[C@@]45CCC(C)(C)C[C@@H]4C4=CC[C@@H]6[C@@]7(C)CCC(OC8OCC(O)C(O)C8OC8OC(C)C(O)C(O)C8O)[C@@](C)(CO)C7CC[C@@]6(C)[C@]4(C)CC5)C(O)C(O)C3O)C(O)C2O)C(O)C(O)C1O (stereo partly drawn),10%,-1%
Cc1ccc(S(=O)(=O)N2CCN(C(=O)COC(=O)Cc3c(F)cccc3Cl)CC2)c(C)c1,-23%,9%
OCC1OC(n2cnc3c(/C=C(\O)c4ccccc4)ncnc32)C(O)C1O (stereo not drawn),-54%,-10%
COCCN(C(=O)COC(=O)C12CC3CC(CC(C3)C1)C2)c1c(N)n(Cc2ccccc2)c(=O)[nH]c1=O,-3%,-12%
OCCNc1nc(Nc2ccccc2OC(F)(F)F)nc(N2CCCC2)n1,0%,4%
C(=C\c1sc(Nc2ccccc2)n[n+]1-c1ccccc1)/c1ccccc1,-34%,?
Cc1ccc(S(=O)(=O)NCC(=O)OCc2csc(CC(=O)Nc3ccccc3C)n2)cc1C,-3%,10%
C=CCNC(=O)C1CC1(c1cccc(C)c1)c1cccc(C)c1 (stereo not drawn),-37%,-1%
Cn1c(=O)[nH]c(N)c(Br)c1=O,-2%,-1%
N#CC1c2ccccc2C=CN1C(=O)N(c1ccccc1)c1ccccc1 (stereo not drawn),-89%[inhibitor],-9%
O=C(/C(=N/O)c1ccccc1)c1ccccc1,13%,6%
CN(C(=O)c1cccc(NC(=O)Cc2cccc(NC(=O)C3CCCN(C(=O)c4ccccc4)C3)c2)c1)C1CC1 (stereo not drawn),9%,10%
C=C1CCN(c2ccc(C(=O)NCc3ccc(OC)cc3)cc2[N+](=O)[O-])CC1,5%,-1%
COc1ccc(NC(=O)N(C)C[C@H]2Oc3ccc(NC(=O)Nc4ccc5c(c4)OCO5)cc3C(=O)N([C@H](C)CO)C[C@@H]2C)cc1,-11%,7%
CN1OC[C@@H]2CN(Cc3ccccc3)[C@H](c3cccc(-c4ccc(C#N)cc4)c3)C[C@@H]21,-45%,-20%

The list goes on; it opens with the six that closed the last part.
molecule,BRCA1 expr up,uPA surface inh
N#CC1c2ccccc2C=CN1C(=O)N(c1ccccc1)c1ccccc1 (stereo not drawn),-89%[inhibitor],-9%
O=C(/C(=N/O)c1ccccc1)c1ccccc1,13%,6%
CN(C(=O)c1cccc(NC(=O)Cc2cccc(NC(=O)C3CCCN(C(=O)c4ccccc4)C3)c2)c1)C1CC1 (stereo not drawn),9%,10%
C=C1CCN(c2ccc(C(=O)NCc3ccc(OC)cc3)cc2[N+](=O)[O-])CC1,5%,-1%
COc1ccc(NC(=O)N(C)C[C@H]2Oc3ccc(NC(=O)Nc4ccc5c(c4)OCO5)cc3C(=O)N([C@H](C)CO)C[C@@H]2C)cc1,-11%,7%
CN1OC[C@@H]2CN(Cc3ccccc3)[C@H](c3cccc(-c4ccc(C#N)cc4)c3)C[C@@H]21,-45%,-20%
Cc1ccc(C(=O)O)c(NC=O)c1OCc1ccccc1,-12%,2%
COc1ccc(OC)c(CN2CCN(C(=O)c3ccc(C)c(S(=O)(=O)Nc4ccccc4OC)c3)CC2)c1,-27%,2%
Cc1ccc2nc(CSc3nnc(-c4ccco4)n3-c3ccccc3)cc(=O)n2c1,2%,4%
Cc1ccc(CN2CC(C(=O)Nc3ccc(C)c(S(=O)(=O)N4CCCCC4)c3)CC2=O)cc1 (stereo not drawn),-70%,-14%
CC(=O)c1nn(-c2ccc(Cl)cc2)cc1C(=O)c1ccc(C)cc1,0%,-7%
O=C(NCc1ccccn1)C1CCCN(S(=O)(=O)c2cc(Cl)ccc2Cl)C1 (stereo not drawn),-13%,4%
COCCNC(=O)c1onc(CSc2ccc(F)c(F)c2)c1C(=O)NCCOC,0%,10%
CCCCOC(=O)c1ccc(NC(=O)c2c(N)n(C)c(=O)[nH]c2=O)cc1,-6%,12%
C=CCOc1ccc(/C(O)=C2/C(=O)C(=O)N(CCCN3CCOCC3)C2c2ccccc2)cc1 (stereo not drawn),12%,3%
COc1cc2c[n+](C)c3c4ccccc4ccc3c2cc1OC,-60%,-5%
CCCCn1c(N)c(N(CCC(C)C)C(=O)CSc2nc3ccccc3n2C)c(=O)[nH]c1=O,-10%,2%
CC(C)C[C@@H](CN)NC(=O)c1nc[nH]c1C(=O)N[C@@H](Cc1ccccc1)C(=O)CNC[C@H](C)NC(=O)c1nc[nH]c1C(=O)N[C@@H](CC(=O)O)C(=O)O,4%,12%

Some of the compounds tested, so the mix of outcomes need not match the whole.
